EPAC1 ag = qHTS for Agonist of cAMP-regulated guanine nucleotide exchange factor 3 (EPAC1): primary screen | EPAC1 agonist qHTS, biochemical assay; response scale: 100% = response to 6.5 mM cAMP | Rap guanine nucleotide exchange factor 3 (Homo sapiens), O95398 | 0.073% of 360,000 active | Potency, µM (highest dose often 154 µM), for the others: top-dose activation, most hits filed as activators | AID 720707, 2013; note: nearly all actives have a fitted effect of over 60% in size
Target sequence (O95398 whole entry, looked up): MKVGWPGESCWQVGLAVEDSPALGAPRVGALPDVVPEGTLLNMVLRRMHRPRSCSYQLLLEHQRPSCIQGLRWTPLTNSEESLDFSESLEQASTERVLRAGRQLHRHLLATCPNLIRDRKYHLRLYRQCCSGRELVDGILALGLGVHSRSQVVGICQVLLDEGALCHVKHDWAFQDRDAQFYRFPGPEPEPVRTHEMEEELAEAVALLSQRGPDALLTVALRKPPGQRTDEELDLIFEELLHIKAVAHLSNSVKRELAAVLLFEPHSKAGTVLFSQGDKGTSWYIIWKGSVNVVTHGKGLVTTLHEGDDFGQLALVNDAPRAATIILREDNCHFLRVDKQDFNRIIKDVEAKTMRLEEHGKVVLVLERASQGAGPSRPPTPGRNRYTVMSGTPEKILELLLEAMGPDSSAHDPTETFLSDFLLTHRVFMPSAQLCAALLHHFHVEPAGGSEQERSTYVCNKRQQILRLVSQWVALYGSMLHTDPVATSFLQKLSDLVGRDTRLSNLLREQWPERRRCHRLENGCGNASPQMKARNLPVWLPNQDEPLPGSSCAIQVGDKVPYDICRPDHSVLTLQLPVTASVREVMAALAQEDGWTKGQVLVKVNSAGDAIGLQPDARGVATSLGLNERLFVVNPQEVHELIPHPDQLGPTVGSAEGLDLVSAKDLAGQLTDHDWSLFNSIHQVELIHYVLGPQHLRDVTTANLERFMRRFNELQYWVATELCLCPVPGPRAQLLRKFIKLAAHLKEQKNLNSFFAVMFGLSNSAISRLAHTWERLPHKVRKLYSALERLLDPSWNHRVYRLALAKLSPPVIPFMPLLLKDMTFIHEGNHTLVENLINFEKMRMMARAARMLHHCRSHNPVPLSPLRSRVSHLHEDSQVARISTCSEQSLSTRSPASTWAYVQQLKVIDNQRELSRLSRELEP
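Nucleotide exchange assay: 100 nM EPAC1 with 250 nM Rap1B loaded with BODIPY-GDP and 50 uM GDP, room temperature. Fluorescence (480/540 nm) read every 5 min for 30 min; signal change normalized to 6.5 mM cAMP as full agonist.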
FUS yeast rescue = qHTS for Suppressors of FUS Proteinopathy: Primary screen using FUS-linked yeast assay; S. cerevisiae FUS-expressing, growth rescue, OD600, 24 h; Potency, µM (series often up to 76.6 µM), for inactives: at the highest dose growth rescue (activation), most hits filed as activators; 0.24% of 390,000 active; AID 1347120, 2019;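 note: plate controls were DMSO vehicle for no effect and reference control for full effect; nearly all actives have a fitted effect of over 55% in size; some results filed as inactive show a strong effect at the top dose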
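Restored growth of FUS-toxic S. cerevisiae, read as 600 nm absorbance after 24 h at 30C in galactose medium (starting OD 0.005). Controls CP55940 and DMSO.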
TDP-43 yeast inh = qHTS of TDP-43 Inhibitors. TDP-43 expressing yeast growth rescue, BacTiter-Glo, 24 h. Potency, µM (titrated, usually from 46.1 µM), for inactives: at the highest dose growth rescue (activation), usual class: activators. 1.8% of 410,000 active; note: % of control where 0% means no effect; nearly all actives have a fitted effect of over 50% in size
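Luminescence from BacTiter-Glo reports growth of TDP-43-expressing yeast after 24 hr at 30 deg C with compound. Cells were raffinose-pregrown to mid-log, then seeded in galactose medium at OD600=0.02.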
EPAC2 ag = qHTS for Agonist of cAMP-regulated guanine nucleotide exchange factor 4 (EPAC2): primary screen; AID 720711, 2013; Potency, µM (titrated, usually from 154 µM), for inactives: at the top dose activation, most hits filed as activators; EPAC2 activation, biochemical qHTS; response scale: 100% = 6.5 mM cAMP response; 0.079% of 360,000 active; Rap guanine nucleotide exchange factor 4 (Homo sapiens), Q8WZA2; note: nearly all actives have a fitted effect of over 50% in size
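qHTS, titration series. 100 nM EPAC2 / 250 nM Rap1B-BODIPY-GDP / 50 uM GDP; RT; ex 480/em 540 nm, 5-min reads to 30 min. Norm. to 6.5 mM cAMP = activation.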
EPAC2 antagonist = qHTS for Antagonist of cAMP-regulated guanine nucleotide exchange factor 2 (EPAC2): primary screen; 0.18% of 360,000 active; Rap guanine nucleotide exchange factor 4 (Homo sapiens), Q8WZA2; AID 720708, 2013; Potency, µM (doses to about 114 µM), for the others: top-dose activity, negative = inhibition, usual class: inhibitors; EPAC2 GEF exchange of Rap1B-BODIPY-GDP, fluorescence; note: % is set by controls: 0 for no effect and ±100 for the full control effect; nearly all actives have a fitted effect of over 45% in size; many of its hits are not listed in these tables
PTHR1 agonist = qHTS for PTHR1 Agonists: Primary Screen; Potency, µM (doses to about 115 µM), for the others: at the highest dose activation, most hits filed as activators; HEK293 GP2 PTHR1 cells, GloSensor cAMP luminescence, 1 h; AID 743266, 2014; 0.075% of 410,000 active; note: nearly all actives have a fitted effect of over 55% in size; some results filed as inactive show a strong effect at the top dose; inactives centre near -15; many of its hits are not listed in these tables
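HEK-293-derived GP2 cells expressing PTHR1 and a GloSensor cAMP reporter, 3,000/well, plated overnight, given luciferin plus IBMX (each 0.5 mM as added) for 1 h at 37 °C, then compound for 1 h at 37 °C. Luminescence was read after 15 min at room temperature.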
EPAC1 antagonist = qHTS for Antagonist of cAMP-regulated guanine nucleotide exchange factor 3 (EPAC1): primary screen; EPAC1 GEF assay, Rap1b-BODIPY-GDP exchange fluorescence; Potency, µM (doses to about 115 µM), for the others: at the highest dose activity change, negative = inhibition, hits mostly inhibitors; 0.14% of 360,000 active;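 note: plate controls were vehicle for no effect and positive control for full effect; nearly all actives have a fitted effect of over 50% in size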
aSyn rescue = qHTS of alpha-syn Inhibitors; Potency, µM (doses to about 46.1 µM), without a hit: top-dose growth rescue (activation), hits mostly activators; 0.14% of 370,000 active; Yeast expressing alpha-synuclein, growth rescue, BacTiter-Glo, 24 h; AID 652106, 2013; note: % of control where 0% means no effect; nearly all actives have a fitted effect of over 65% in size
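Screening used galactose-induced yeast with toxic alpha-synuclein levels, exposed to compound for 24 hr at 30 deg C. Cell growth, read with BacTiter-Glo luminescence, gave the measured signal.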
* hit, by the source's call; i = inactive; u = inconclusive; x = not tested or not shown; [ ] = remark or other dose. Calls come from the whole dose curve; as a rule, active = well fitted curve in the direction sought with a large enough effect; inconclusive = small, poorly fitted or top-dose-only effect, or another doubt; inactive = no such curve, though single readings can be large; an effect the other way counts as inactive or inconclusive. Potency is the fitted concentration of half-maximal effect. A portion of the library (hit frequency here may not be typical).

SMILES	EPAC1 ag	FUS yeast rescue	TDP-43 yeast inh	EPAC2 ag	EPAC2 antagonist	PTHR1 agonist	EPAC1 antagonist	aSyn rescue
Cc1ccsc1C1Nc2ccc3ncccc3c2C2=C1C(=O)CCC2 (configuration not stated)	-2%	-11%	-10%	-10%	5%	i	-1%	0%
COc1ccc(NC(=O)C2OCCc3ccccc32)c(OC)c1 (configuration not stated)	8%	-21%	28%	-2%	-8%	i	-11%	u
Cc1ccc(-n2c3nc(=O)n(C)c(=O)c-3cc3ccccc32)cc1	12%	1%	-6%	8%	5%	i	0%	-1%
COc1ccc(CN2CCN(C(=O)C3CCC(CNS(=O)(=O)c4ccc(C)cc4)CC3)CC2)c(OC)c1OC (configuration not stated)	-6%	18%	-27%[1.82 µM]	8%	-7%	-21%	-10%	-3%
Cc1ccc(-n2nnc3ccccc3c2=O)cc1C	-2%	4%	-2%	14%	5%	-8%	1%	-9%
c1ccc(-c2nc(-n3ccnc3)nc(-n3ccnc3)n2)cc1	7%	29%	u	5%	3%	i	2%	x
O=C(Nc1ccncc1)C1CCN(S(=O)(=O)c2ccccc2)CC1	5%	5%	-5%	-3%	-6%	-6%	5%	0%
CN(C(=O)COC(=O)c1cc(S(=O)(=O)N2CCCCC2)ccc1N1CCOCC1)C1CCS(=O)(=O)C1 (configuration not stated)	7%	-8%	-4%	3%	-3%	i	6%	-1%
Cc1cccc(-n2c(CCCN3C(=O)c4ccccc4C3=O)nc3ccccc3c2=O)n1	14%	-13%	-6%	6%	6%	-2%	1%	-23%
CC1=C(O)C(=O)C(C2=C(O)C(=O)C(C)=C(O)C2=O)=C(O)C1=O	-12%	-2%	u	9%	4%	-21%	-28%	-9%
O=C(NCc1cccc(Cl)c1)C1Cc2c(-c3ccccc3)ccnc2O1 (configuration not stated)	-2%	-12%	10%	13%	14%	i	-5%	-8%
COc1ccccc1C(=O)Nc1ccc2c(c1)nc1n2CCN(Cc2ccccc2)C1	6%	22%	-19%	14%	-4%	-9%	-7%	0%
O=C(c1ccc(N2CCCCC2)c([N+](=O)[O-])c1)N(c1ccccn1)c1ccccn1	-3%	5%	u	4%	-8%	i	-1%	11%
O=C(Cc1ccc(F)cc1)Nc1nccs1	9%	-9%	9%	6%	6%	-18%	-12%	-10%
CNC(=S)N1CCN(c2ccccc2OC)CC1	-2%	11%	8%	-5%	-9%[57.1 µM]	2%[57.5 µM]	-2%	0%
COC(=O)c1cc(-c2ccccc2)on1	0%	7%	-13%	5%	-2%	-9%	-9%	4%
COc1ccc(OC2C(=O)N(c3cc(C)ccc3C)C2c2ccc(OC)c(OC)c2)cc1 (configuration not stated)	-2%	x	21%	4%	-1%	-2%	-5%	8%
CC(=O)N(C)c1ccc(N=C2C(=O)Nc3ccccc32)cc1	1%	10%	-11%	4%	-5%	-22%	-13%	-1%
Cc1cc(=O)oc(C)c1C(=O)N[C@@H](Cc1ccccc1)C(=O)O	4%	-34%	13%	3%	-8%	i	-28%	-4%
Cc1cccc(NC(=O)CSc2nc3c(c(=O)[nH]2)CCC3)c1C	-5%	x	14%	7%	-2%	i	-2%	-7%
CC(=O)c1cccc(N(C(=O)CNC(=O)c2ccco2)C(C(=O)NC2CCCC2)c2ccncc2)c1 (configuration not stated)	-4%	-5%	-24%	9%	25%	9%	3%	-5%
O=C(NNS(=O)(=O)c1ccc(F)c(Cl)c1)c1cccc(S(=O)(=O)N2CCOCC2)c1	7%	x	-18%	-1%	-2%	i	-3%	1%
CCCCCC(=O)N1C[C@@H](O)[C@H](n2cc(-c3ccc(F)cc3)nn2)C[C@@H]1c1ccc(C)cc1	-13%	27%	u	-9%	1%	i	-11%	u
COC(=O)CSc1nnc(-c2ccc(OC)cc2OC)o1	4%	-7%	-17%	10%	2%	-84%[inhibitor]	1%	0%
Cc1ccccc1NC(=O)Cc1nc(CCl)cs1	-4%	x	-18%	4%	18%	i	7%	-4%

An excerpt from above, reduced to EPAC1 antagonist.
Structure	EPAC1 antagonist
O=C(NCc1cccc(Cl)c1)C1Cc2c(-c3ccccc3)ccnc2O1 (configuration not stated)	-5%
CN(C(=O)COC(=O)c1cc(S(=O)(=O)N2CCCCC2)ccc1N1CCOCC1)C1CCS(=O)(=O)C1 (configuration not stated)	6%
O=C(c1ccc(N2CCCCC2)c([N+](=O)[O-])c1)N(c1ccccn1)c1ccccn1	-1%
Cc1ccccc1NC(=O)Cc1nc(CCl)cs1	7%

Carrying on:
SMILES	EPAC1 ag	FUS yeast rescue	TDP-43 yeast inh	EPAC2 ag	EPAC2 antagonist	PTHR1 agonist	EPAC1 antagonist	aSyn rescue
O=c1cc(-c2ccc([N+](=O)[O-])cc2)c2ccc(O)cc2o1	5%	14%	-24%	13%	-11%	-19%	-12%	-11%
CC(C)[C@H](N)C(=O)N[C@H]1CCC2C3CC=C4C[C@@H](O)CC[C@]4(C)C3CC[C@@]21C (some centres not stated)	5%	-9%	-18%	14%	-4%	-14%	2%	1%
COc1ccc(-c2nc3ccc(C(=O)NCC(OC)OC)cc3nc2-c2ccc(OC)c(OC)c2)cc1OC	-3%	41%	7%	10%	7%	-5%	9%	5%
Cc1ccc[n+](-c2nc3ccccc3nc2[N-]S(=O)(=O)c2ccccc2)c1	-2%	-13%	14%	-4%	1%	i	11%	0%
Cc1ccc(S(=O)(=O)Nc2ccc(N3CCOCC3)nc2)cc1	6%	-3%	3%	8%	-9%	i	-1%	-2%
COC(=O)/C=C1/S/C(=N/NC(=O)c2ccccc2C)NC1=O	1%	14%	2%	5%	16%	-5%[57.5 µM]	7%	-3%
Cc1ccc(NC(=O)c2nc[nH]c2C(=O)N2CCC(C)CC2)cc1	-9%	-5%	-7%	-1%	-3%	i	-14%	3%
CC1CN(C(=O)COC(=O)c2cncc(Br)c2)CC(C)O1 (configuration not stated)	0%	-19%	6%	5%	4%	i	-23%	0%
CCS(=O)(=O)C1=NN2C(=N)/C(=C\c3ccc(OS(=O)(=O)c4ccccc4)cc3)C(=O)N=C2S1	-1%	21%	9%	6%	-29%	-26%	-29%	6%
CC(=O)c1ccc(NC(=O)COC(=O)c2c[nH]c3ccccc23)cc1	9%	-11%	13%	6%	5%	-9%	20%	-7%
CCOc1ccc(NC(=O)c2ccccc2OCC(=O)c2ccc(C)cc2)cc1	8%	-3%	0%	7%	-3%	i	14%	11%
Cc1nn(CC(=O)N2CCC(C)CC2)c(=O)c2cccn12	-14%	-7%	-36%[inhibitor]	5%	34%[activator]	-5%	-14%	-9%
Cc1ccc(NC(=O)CNc2ccccc2N2CCCC2=O)cc1S(=O)(=O)N1CCOCC1	-31%[inhibitor]	17%	21%	3%	1%	i	-23%	-1%
O=S1(=O)CCN2C=C(Cl)C=C(Cl)C2=N1	-8%	8%	-23%[9.22 µM]	4%	11%	i	-6%	0%
c1ccn2c(CNc3ncnc4sccc34)nnc2c1	3%	23%	16%	4%	6%	-8%[57.5 µM]	0%	13%
O=C(Oc1ccccc1)c1ccccc1OS(=O)(=O)c1ccccc1	17%	25%	u	13%	-2%	i	-25%	9%
Cc1ccc(C)c2c(SC(C)C(=O)NCc3ccco3)nc(-c3ccccc3)nc12 (configuration not stated)	3%	-16%	-7%	0%[15.6 µM]	4%	0%[57.5 µM]	-3%	-5%
CC1(C2CC2)NC(=O)N(CC(=O)Nc2ccccc2F)C1=O (configuration not stated)	7%	7%	5%	-9%	-4%	-21%	-1%	-3%
CCOc1ccc(C(=O)CCC(=O)Nc2ccc(C)cn2)cc1	-18%	27%	-1%	-8%	12%	i	-12%	1%
CCCNC(=O)Cn1cnc2sc(C(=O)Nc3cc(OC)c(OC)c(OC)c3)c(C)c2c1=O	-1%	28%	-1%	7%	-4%	-13%[57.5 µM]	-4%	0%
CCC(C)NC(=O)c1ccc(N2CCC3(CC2)OCCO3)c([N+](=O)[O-])c1 (configuration not stated)	6%	x	-9%	-2%	5%	i	3%	-4%
O=C(C1CCN(S(=O)(=O)c2ccc(Cl)c(C(F)(F)F)c2)CC1)N1CCC1	-11%	37%	13%	-2%	-9%	-2%	3%	-11%[1.84 µM]

As a working copy, part of the list above.
SMILES	EPAC1 ag	FUS yeast rescue	TDP-43 yeast inh	EPAC2 ag	EPAC2 antagonist	PTHR1 agonist	EPAC1 antagonist	aSyn rescue
CCCNC(=O)Cn1cnc2sc(C(=O)Nc3cc(OC)c(OC)c(OC)c3)c(C)c2c1=O	-1%	28%	-1%	7%	-4%	-13%[57.5 µM]	-4%	0%
CCC(C)NC(=O)c1ccc(N2CCC3(CC2)OCCO3)c([N+](=O)[O-])c1 (configuration not stated)	6%	x	-9%	-2%	5%	i	3%	-4%
O=C(C1CCN(S(=O)(=O)c2ccc(Cl)c(C(F)(F)F)c2)CC1)N1CCC1	-11%	37%	13%	-2%	-9%	-2%	3%	-11%[1.84 µM]

Screening data (PubChem)
